Bioassay records from PubChem BioAssay.
MEKK2 mut-MEK5 = signal of MEK5 binding to mutant human MEKK2 PB1 domain. bead flow cytometry, Alexa488-MEK5 binding to MEKK2 mutant. percent response, % at 10 µM. 290,000 tested, 0.35% active; in the data active = percent response above about 24%, passing the limit was not always enough; note: inactives centre near 1; some results filed as inactive read as strong as hits
DNA FID counter = counter-screen for HCV NS3 helicase inhibitors: DNA intercalator displacement. AID 1845. 290,000 tested, 0.17% active. inhibition, % at 7.9 µM. DNA fluorescent intercalator displacement, fluorescence; in the data active = inhibition above about 37%;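 note: 0% = vehicle and 100% = reference compound; higher means more ethidium bromide displaced from hairpin DNA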
MEKK2 WT-MEK5 = raises or lowers MEK5 binding to wildtype human MEKK2 PB1 domain. Q9Y2U5. bead flow cytometry, Alexa488-MEK5 binding to MEKK2 WT; actives lie on both sides. binding response (% of control), % at 10 µM. 290,000 tested, 1.1% active. AID 1531; in the data active = binding response below about 67% or above about 130%
CRFBP-R2 agonist = agonists of human CRF-binding protein/CRF-R2 receptor complex. AID 588473. HEK293 CRF-R2/CRF-BP, calcium dye fluorescence (FLIPR); percent of saturating CRF peptide response. activation, % at 13.2 µM. 350,000 tested, 0.46% active;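 active = activation of at least 50%, plus an integration ratio under a set limit after plate pattern correction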;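 note: plate controls were neutral control wells without compound for no effect and CRF at EC100 for full effect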
HCV NS3 hel inh = inhibitors of Hepatitis C virus NS3 helicase; inhibition, % at 10.9 µM; 290,000 tested, 0.56% active; AID 1800; NS3 helicase DNA unwinding, Cy5 molecular beacon fluorescence;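 active = inhibition above the mean of all tested compounds plus 3 SD, set per campaign, cut at about 35% in these data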;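 note: 0% = DMSO wells and 100% = thioflavine S control wells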
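System: Hepatitis C virus NS3 helicase domain fragment enzyme | Reagent: Annealed dual-labelled DNA beacon duplex, ATP-started | Compound dosing: 10.9 µM single point, 0.8% DMSO | Incubation: 1 h reaction at 25 °C, ATP-initiated | Technique: Cy5 fluorescence | Evaluation: Percent inhibition from t60/t0 fluorescence ratio | Benchmarks: Low DMSO, high thioflavine S at 110 µM | Replication: Singlicate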
MEKK3 PB1 HTS = modulators (inhibitors or enhancers) of MEK5 binding to human MEKK3 PB1 domain; Q99759; bead-based flow cytometry, Alexa488-MEK5 binding to MEKK3; actives lie on both sides; 0 = blocked by unlabeled MEK5, 100 = vehicle; binding response (% of control), % at 10 µM; 290,000 tested, 1.4% active; AID 1529;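 active = binding response more than 3 SD above or below the average of its plate-row segment, actives on both sides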;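 note: Alexa488 bead fluorescence after subtracting the streptavidin-only scavenger bead signal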
Target sequence (Q99759 whole entry, looked up, the tested form may be a part): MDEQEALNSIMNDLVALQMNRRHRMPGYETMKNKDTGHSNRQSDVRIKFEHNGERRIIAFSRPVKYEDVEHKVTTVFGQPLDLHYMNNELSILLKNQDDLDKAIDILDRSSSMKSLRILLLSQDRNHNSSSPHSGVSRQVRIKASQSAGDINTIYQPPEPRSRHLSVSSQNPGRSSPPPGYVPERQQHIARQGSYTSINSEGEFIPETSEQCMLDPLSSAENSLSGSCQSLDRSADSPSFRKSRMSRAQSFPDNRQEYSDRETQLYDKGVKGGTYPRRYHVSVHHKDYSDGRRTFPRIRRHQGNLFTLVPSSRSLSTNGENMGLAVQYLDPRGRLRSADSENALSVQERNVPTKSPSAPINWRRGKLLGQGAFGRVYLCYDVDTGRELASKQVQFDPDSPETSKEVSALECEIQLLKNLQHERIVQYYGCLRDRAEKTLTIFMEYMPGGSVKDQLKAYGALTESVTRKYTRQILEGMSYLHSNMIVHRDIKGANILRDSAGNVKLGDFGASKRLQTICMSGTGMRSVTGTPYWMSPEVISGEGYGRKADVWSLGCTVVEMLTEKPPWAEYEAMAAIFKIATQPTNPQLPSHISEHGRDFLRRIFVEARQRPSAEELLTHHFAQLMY
CRFBP-R2 block = blocks CRF-induced signaling of the CRF-BP/CRF-R2 complex; HEK293 CRF-R2/CRF-BP, CRF-induced calcium fluorescence; inhibition, % at 11.8 µM; 350,000 tested, 0.59% active; AID 588475;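 active = inhibition of the ligand-induced calcium signal above about 50% at the single tested concentration, limit read from the data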
GalR3 antagonist = blocks the human galanin receptor 3 | 360,000 tested, 0.44% active | inhibition, % at 3 µM | AID 651719 | HEK293 GalR3-CNG cAMP membrane potential fluorescence; galR3 body fused to GalR1 C-terminus;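 active = inhibition above the screen-wide average plus 3 SD, cut at about 13% in these data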;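 note: forskolin and galanin both at EC90 stimulate the cells; cAMP rise reported by CNG channel membrane potential dye signal; 0% = forskolin plus galanin with DMSO and 100% = forskolin alone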
Target sequence (O60755 1-299 limits assumed): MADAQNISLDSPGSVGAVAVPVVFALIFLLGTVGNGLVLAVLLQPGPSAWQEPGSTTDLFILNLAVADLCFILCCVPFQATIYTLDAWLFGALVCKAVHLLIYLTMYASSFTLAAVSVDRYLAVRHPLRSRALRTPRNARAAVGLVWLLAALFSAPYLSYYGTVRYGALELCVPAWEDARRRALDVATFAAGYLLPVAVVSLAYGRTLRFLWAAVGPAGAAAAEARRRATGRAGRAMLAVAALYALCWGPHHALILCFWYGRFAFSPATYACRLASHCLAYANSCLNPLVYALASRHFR
SUMO HTRF inh = inhibitors of human SUMOylation (UBC9); P63279; HTRF SUMOylation assay, SAE1/SAE2 + UBC9, in vitro; inhibition, % at 35 µM; 290,000 tested, 0.36% active; in the data active = inhibition above about 50%, passing the limit was not always enough; note: strong numbers were not always called active
Target sequence (P63279 whole entry, looked up): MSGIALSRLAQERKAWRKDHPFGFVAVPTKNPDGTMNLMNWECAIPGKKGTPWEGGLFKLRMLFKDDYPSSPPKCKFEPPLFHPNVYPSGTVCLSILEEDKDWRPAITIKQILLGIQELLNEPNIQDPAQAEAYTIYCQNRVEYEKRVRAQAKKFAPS
Starred values were filed as active, the others as inactive; x = not tested or not shown; [ ] = another dose, or the depositor's remark.

(1) Cc1cccc(N2CCN(CC(=O)NCc3ccc(Cl)cc3)CC2)c1C
(2) CC(NCc1ccccc1Cl)C(=O)Nc1ccc(C#N)cc1 (centres undefined)
(3) COc1cc(OC)c(C2N(c3ccc(Cl)cc3)C(=O)C3CCCN32)cc1OC (centres undefined)
(4) CCOc1ccc(C(=O)Nc2cc(C)ccn2)cc1
(5) COC(=O)c1nn(-c2ccccc2)c(Cl)c1/C=N/O
(6) Fc1ccc(-c2csc3nnc(SCc4cccnc4)n23)cc1
(7) CCOC(=O)C(NC(=O)CC(C)C)(Nc1sc(C)c(CC)c1C#N)C(F)(F)F (centres undefined)
(8) CCN1C(=O)N[C@@H](CCc2ccccc2)[C@H](C(=O)OC)[C@H]1C
Compound	1	2	3	4	5	6	7	8
CRFBP-R2 block	-9	-6	-10	-3	5	-5	51*	4
DNA FID counter	-8	-14	0	-8	-4	-9	-28	x
GalR3 antagonist	-10	2	2	-2	11	-3	-5	-7
SUMO HTRF inh	-6	-4	2	13	-8	-1	-8	x
HCV NS3 hel inh	-13	3	-1	0	5	3	0	x
MEKK2 WT-MEK5	100	101	10*	83	105	97	98	96
CRFBP-R2 agonist	2.6	-0.3	1.1	-0.1	-4.1	-1.3	2.3	-4.2
MEKK2 mut-MEK5	-6	1	13	-14	2	1	-2	-5
MEKK3 PB1 HTS	105	105	96	87	97	97	99	96

Overlap with the part before: 2 entries, then new ones.
(7) CCOC(=O)C(NC(=O)CC(C)C)(Nc1sc(C)c(CC)c1C#N)C(F)(F)F (centres undefined)
(8) CCN1C(=O)N[C@@H](CCc2ccccc2)[C@H](C(=O)OC)[C@H]1C
(9) C/C(Cn1nnc([N+](=O)[O-])n1)=N\NC(=O)c1ccc(O)cc1
(10) Cc1cc(NS(=O)(=O)c2ccc(NS(=O)(=O)c3ccc(Br)cc3)cc2)no1
(11) COCCCNC(=S)Nc1ccc(CC(=O)O)cc1
(12) Cc1ccc(C(C(=O)NC2CCCC2)N(C(=O)Cc2cccs2)c2ccc3c(c2)OCCO3)cc1 (centres undefined)
(13) Cc1nn(C)c(C(=O)NNC(=S)NCc2ccco2)c1Br
(14) COC(=O)c1ccc2c(=O)n(CCN3CCOCC3)c(=S)[nH]c2c1
(15) Cc1noc(C)c1C(=O)NCc1cccs1
(16) Cc1ccc(OC(C)C(=O)Nc2ccncc2)cc1 (centres undefined)
Compound	7	8	9	10	11	12	13	14	15	16
CRFBP-R2 block	51*	4	-1	7	-7	-18	-6	36	-53	11
DNA FID counter	-28	x	-3	-21	-5	-19	-5	-3	-1	-9
GalR3 antagonist	-5	-7	-5	-3	-2	2	-2	-9	x	-11
SUMO HTRF inh	-8	x	10	-2	16	6	3	4	-3	10
HCV NS3 hel inh	0	x	4	-3	-1	-4	9	1	-1	3
MEKK2 WT-MEK5	98	96	98	104	99	102	101	90	107	107
CRFBP-R2 agonist	2.3	-4.2	-2.0	-0.5	1.7	1.5	-0.3	0.5	-3.7	1.1
MEKK2 mut-MEK5	-2	-5	4	3	-2	0	-2	-7	6	6
MEKK3 PB1 HTS	99	96	106	97	101	102	101	89	102	102

Three of the entries above in order of the MEKK2 mut-MEK5 value, largest number first:
| nr | structure | MEKK2 mut-MEK5 |
| --- | --- | --- |
| 16 | Cc1ccc(OC(C)C(=O)Nc2ccncc2)cc1 (centres undefined) | 6 |
| 10 | Cc1cc(NS(=O)(=O)c2ccc(NS(=O)(=O)c3ccc(Br)cc3)cc2)no1 | 3 |
| 11 | COCCCNC(=S)Nc1ccc(CC(=O)O)cc1 | -2 |

Additional results.
(17) CN1C(=O)CSC1=Nc1ccc(F)cc1
(18) CCN(CC)S(=O)(=O)c1ccc(OC)c(NC(=S)Nc2ccc(C)c(C)c2)c1
(19) O=C(C1CCN(S(=O)(=O)N2CCC3(CC2)OCCO3)CC1)N1CCC(Cc2ccccc2)CC1
(20) COc1cccc(/C=N/NC(=O)C(C)n2nc(C)c([N+](=O)[O-])c2C)c1O (centres undefined)
(21) Cc1ccc(NC(=O)CCNC(=O)Cn2cnc3ccccc3c2=O)cc1F
(22) COc1ccc(/C=N/Nc2nc(-c3cccnc3)nc3ccccc23)c(OC)c1
(23) COc1ccc(C2CC(C(F)(F)F)n3nc(C(=O)NCc4c(C)nn(C)c4C)c(Cl)c3N2)cc1 (centres undefined)
(24) CCN1CCCc2cc(CN(CCN3CCOCC3)C(=S)Nc3ccccc3C)ccc21
Compound	17	18	19	20	21	22	23	24
CRFBP-R2 block	-2	8	-6	19	6	-1	20	-16
DNA FID counter	-4	-3	-35	-7	-13	-8	-40	-3
GalR3 antagonist	-2	-3	-2	-1	-6	-2	-7	-6
SUMO HTRF inh	12	-9	16	-13	3	28	18	-2
HCV NS3 hel inh	5	0	-2	-3	11	-12	-4	0
MEKK2 WT-MEK5	100	99	102	114	98	99	102	101
CRFBP-R2 agonist	1.7	0.0	-0.4	-1.7	-0.9	0.4	0.1	-1.0
MEKK2 mut-MEK5	2	-1	5	24	0	-5	1	3
MEKK3 PB1 HTS	106	114	103	107	100	101	102	99

(25) O=C1c2cccc(OCc3ccc(F)cc3)c2CCN1Cc1ccc(F)cc1
(26) COC(=O)CC1C(=O)NCCN1C(=S)NC(=O)c1ccccc1[N+](=O)[O-] (centres undefined)
(27) CC1=CC(c2ccccc2)n2nc(NS(=O)(=O)c3ccc(C)cc3)nc2N1 (centres undefined)
(28) CCNC(=S)N=Nc1c(O)n(Cc2ccc(Cl)cc2)c2ccccc12
(29) CCOc1ccc(N(CC(=O)NN=C2CCN(C)CC2)S(C)(=O)=O)cc1
(30) Nc1cc(Cl)ccc1C(=O)OCC(=O)N1CCCC1
(31) COc1ccc(-c2nc3n(n2)C(c2ccccc2Cl)C(C(N)=O)=C(C)N3)cc1 (centres undefined)
(32) CCC1CCCCN1CCCNC(=O)c1ccc2c(c1)N(Cc1ccc(F)cc1)C(=O)c1ccccc1S2=O (centres undefined)
Compound	25	26	27	28	29	30	31	32
CRFBP-R2 block	12	-5	-7	9	-6	13	-7	-20
DNA FID counter	-18	0	-36	2	-11	-7	-3	33
GalR3 antagonist	20*	1	-6	6	-5	-5	1	-8
SUMO HTRF inh	-32	-8	35	10	5	10	4	14
HCV NS3 hel inh	-14	1	21	-7	-7	0	0	-34
MEKK2 WT-MEK5	116	89	101	103	102	104	95	147*
CRFBP-R2 agonist	1.2	-1.7	0.1	0.9	-1.1	0.4	-0.8	13
MEKK2 mut-MEK5	17	19	2	1	-1	4	-6	10
MEKK3 PB1 HTS	101	109	99	106	99	100	95	107

The final 2 records of the part above lead into the next:
(31) COc1ccc(-c2nc3n(n2)C(c2ccccc2Cl)C(C(N)=O)=C(C)N3)cc1 (centres undefined)
(32) CCC1CCCCN1CCCNC(=O)c1ccc2c(c1)N(Cc1ccc(F)cc1)C(=O)c1ccccc1S2=O (centres undefined)
(33) CCOP(=O)(OCC)/C(=N/OC(=O)c1ccc(Cl)cc1Cl)C(N)=O
(34) CC12CCC(=O)N1C(C(=O)N1CCN(c3ccc(C(F)(F)F)cc3[N+](=O)[O-])CC1)CS2 (centres undefined)
(35) CSc1ccc(C(=O)NCC(c2ccco2)N(C)C)cc1[N+](=O)[O-] (centres undefined)
(36) S=c1[nH]nc(-c2ccc(Cl)cc2)n1-c1ccc2c(c1)OCCO2
(37) COc1cccc(-c2nc(Cc3ccc(OC)c(OC)c3)no2)c1
(38) CC(NC(=O)c1ccc(N(C)C)cc1)C(c1cccs1)N1CCN(C)CC1 (centres undefined)
(39) COc1ccc(C(=O)Nc2cc(OC)cc3cccnc23)cc1
(40) Cc1cc(=O)n2nc(N3CCC(C(=O)NC(C)c4ccccc4)CC3)sc2n1 (centres undefined)
Compound	31	32	33	34	35	36	37	38	39	40
CRFBP-R2 block	-7	-20	8	-10	4	15	3	3	7	15
DNA FID counter	-3	33	3	-37	18	-18	-27	3	-19	-9
GalR3 antagonist	1	-8	-5	0	-8	-1	-3	-4	-8	-5
SUMO HTRF inh	4	14	9	7	-9	5	12	2	-18	4
HCV NS3 hel inh	0	-34	-9	-4	-2	5	-15	-1	-3	-2
MEKK2 WT-MEK5	95	147*	98	99	93	109	-6.0*[inhibitor]	106	103	98
CRFBP-R2 agonist	-0.8	13	-4.9	0.4	-0.1	1.7	-1.2	1.1	-0.3	-2.6
MEKK2 mut-MEK5	-6	10	-9	4	-7	1	1	7	-1	1
MEKK3 PB1 HTS	95	107	93	95	93	197*	96	98	103	100

(41) O=C(c1ccc([N+](=O)[O-])cc1)N1CCSC1c1ccccc1 (centres undefined)
(42) O=[N+]([O-])c1ccc(-c2ccc(S(=O)(=O)N3CCOCC3)cc2)cc1
(43) CC(=O)Nc1ccc(NC(=O)CSc2nc(C)nc3sc(C)c(C)c23)cc1
(44) Cn1cc(CNCc2cn(C)nc2-c2ccc(C3CCCCC3)cc2)cn1
(45) COc1ccc(C(=O)NNC(=O)CSc2nnc(COc3ccccc3OC)n2C)cc1
(46) CCC(C)[C@H](NC(=O)N1CC(=O)Nc2ccccc21)C(=O)Nc1ccccc1C (some centres undefined)
(47) COc1ccc(Nc2ncnc3c2oc2ccccc23)cc1
(48) CC(C)OCCCNC(=O)c1ccc(N(C)S(C)(=O)=O)cc1
Compound	41	42	43	44	45	46	47	48
CRFBP-R2 block	23	-4	26	-18	-17	2	14	10
DNA FID counter	-1	0	-3	12	-19	-44	-11	1
GalR3 antagonist	-3	-9	1	-5	-1	-4	1	-5
SUMO HTRF inh	16	10	7	1	12	-11	18	21
HCV NS3 hel inh	-5	-1	11	-21	-2	-1	11	-6
MEKK2 WT-MEK5	90	108	90	205*	100	104	91	99
CRFBP-R2 agonist	-0.6	0.8	-2.4	1.8	1.0	-0.4	-0.5	-1.6
MEKK2 mut-MEK5	12	8	-10	74*	0	-1	-8	-1
MEKK3 PB1 HTS	105	106	101	117	100	101	86	100

(49) Cc1ccc(N(CC(=O)NCc2ccc(F)cc2)C(=O)CCC(=O)Nc2ccccn2)cc1C
(50) Cc1nc(N)[nH]c(=O)c1Oc1cccc(C(F)(F)F)c1
(51) Cc1ccc(NC(=O)CCc2nnc3ccc(NCc4ccco4)nn23)nc1
(52) CCOc1ccc(NC(=O)c2ccc(CNc3c(N4CCCC4)c(=O)c3=O)cc2)cc1
(53) COc1ccc([N+](=O)[O-])cc1NC(=O)COC(=O)C1CC1
(54) NC(=O)c1c(NC(=O)C(=O)N2CCOCC2)sc2c1CCC2
(55) Cc1ccc(C)c(SCC(=O)NC(=O)Nc2ccc3c(c2)OCCO3)c1
(56) COc1ccc(-c2cc(=O)oc3c(C)c(OCC(=O)NCC4CCC(C(=O)O)CC4)ccc23)cc1 (centres undefined)
(57) CC1(C(=O)O)C=CCN1C(=O)c1ccccc1 (centres undefined)
(58) Cc1cc(Nc2ccc(Br)cc2F)n2ncnc2n1
Compound	49	50	51	52	53	54	55	56	57	58
CRFBP-R2 block	-47	-17	2	16	2	6	-57	13	-9	5
DNA FID counter	-42	0	-24	-27	0	-21	-3	-44	0	0
GalR3 antagonist	-9	-7	0	-5	-5	-9	-5	-1	-1	1
SUMO HTRF inh	-6	6	10	8	2	0	0	16	-6	-1
HCV NS3 hel inh	-14	12	10	14	9	10	-4	14	-1	0
MEKK2 WT-MEK5	102	99	99	106	105	103	95	101	97	96
CRFBP-R2 agonist	0.8	0.5	0.1	1.6	0.6	0.3	0.4	0.8	-0.4	-3.7
MEKK2 mut-MEK5	6	7	-1	13	-4	1	-1	3	2	-5
MEKK3 PB1 HTS	106	102	97	111	106	99	96	104	100	101

The list is partial (hit frequency here may not be typical).
